Cardiac RTF inh: cardiac RTF calcium desensitization; 340,000 compounds, 0.12% hits; IANBD-labeled cardiac RTF, Ca2+ fluorescence; inhibition, % at 7.15 µM; AID 493244;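 active means inhibition above the mean inhibition of all tested compounds plus 3 SD, cut at about 17% in these data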;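 further: assay run at fixed EC70 calcium of 1.6 mM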
DAGLB inhibitor: diacylglycerol lipase beta (human) inhibition. Q8NCG7. HEK293T DAGLB membrane lysate, EnzChek fluorogenic substrate. inhibition, % at 5.17 µM. 340,000 compounds, 0.059% hits; in the data active means inhibition above about 34%;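 further: 0% = enzyme with vehicle and 100% = wells lacking enzyme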
DSG3 Ab inh: human desmoglein-3 autoantibody binding inhibition | DSG3-coupled beads, scFv-anti-DSG3-GFP binding, flow cytometry; stronger effect = lower value | binding (percent of control), % at 10 µM | 310,000 compounds, 0.48% hits;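 active means binding more than 3 SD below its plate's average and above zero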;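 further: hits lower antibody fragment binding to DSG3; some compounds called inactive have numbers as strong as hits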
CAL PDZ FP-1: CAL PDZ (human) peptide binding inhibition; 300,000 compounds, 0.92% hits; inhibition, % at 24.9 µM; purified CAL PDZ, TMR-peptide fluorescence polarization, 1 h; AID 602252;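 active means mean inhibition of at least 30% with at least half of replicates also reaching 30%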;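 further: 0% = DMSO neutral control and 100% = excess unlabeled competitor peptide PRC23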
Arr AP2 block: inhibitors of human beta-arrestin and AP2 interaction | FITC-arrestin peptide / GST-AP2 beads, flow cytometry; AP2 beta2 appendage carries R879A mutation | inhibition, % at 10 µM | 340,000 compounds, 0.31% hits;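 active means inhibition above a set limit, near 3 SD of compounds lacking own fluorescence, cut at about 54% in these data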;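 further: plate controls were DMSO wells for no effect and 5 µM unlabelled arrestin peptide for full effect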
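System: GST-AP2 R879A glutathione beads | Also added: FITC-arrestin peptide, 50 nM | Times: 12 min plus 1 h, RT | Signal: Bead flow cytometry, FITC channel | Buffer or medium: PBS with 0.05% Tween 20 and 0.1% BSA | Read-out basis: Percent drop in bead-associated FITC signal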
NSD2 inh: blocks human histone methyltransferase NSD2; O96028; NSD2 peptide methylation, AlphaScreen, 120 min; 310,000 compounds, 0.54% hits; inhibition, % at 12.5 µM; in the data active means inhibition above about 50%
Target sequence (O96028 whole entry, looked up): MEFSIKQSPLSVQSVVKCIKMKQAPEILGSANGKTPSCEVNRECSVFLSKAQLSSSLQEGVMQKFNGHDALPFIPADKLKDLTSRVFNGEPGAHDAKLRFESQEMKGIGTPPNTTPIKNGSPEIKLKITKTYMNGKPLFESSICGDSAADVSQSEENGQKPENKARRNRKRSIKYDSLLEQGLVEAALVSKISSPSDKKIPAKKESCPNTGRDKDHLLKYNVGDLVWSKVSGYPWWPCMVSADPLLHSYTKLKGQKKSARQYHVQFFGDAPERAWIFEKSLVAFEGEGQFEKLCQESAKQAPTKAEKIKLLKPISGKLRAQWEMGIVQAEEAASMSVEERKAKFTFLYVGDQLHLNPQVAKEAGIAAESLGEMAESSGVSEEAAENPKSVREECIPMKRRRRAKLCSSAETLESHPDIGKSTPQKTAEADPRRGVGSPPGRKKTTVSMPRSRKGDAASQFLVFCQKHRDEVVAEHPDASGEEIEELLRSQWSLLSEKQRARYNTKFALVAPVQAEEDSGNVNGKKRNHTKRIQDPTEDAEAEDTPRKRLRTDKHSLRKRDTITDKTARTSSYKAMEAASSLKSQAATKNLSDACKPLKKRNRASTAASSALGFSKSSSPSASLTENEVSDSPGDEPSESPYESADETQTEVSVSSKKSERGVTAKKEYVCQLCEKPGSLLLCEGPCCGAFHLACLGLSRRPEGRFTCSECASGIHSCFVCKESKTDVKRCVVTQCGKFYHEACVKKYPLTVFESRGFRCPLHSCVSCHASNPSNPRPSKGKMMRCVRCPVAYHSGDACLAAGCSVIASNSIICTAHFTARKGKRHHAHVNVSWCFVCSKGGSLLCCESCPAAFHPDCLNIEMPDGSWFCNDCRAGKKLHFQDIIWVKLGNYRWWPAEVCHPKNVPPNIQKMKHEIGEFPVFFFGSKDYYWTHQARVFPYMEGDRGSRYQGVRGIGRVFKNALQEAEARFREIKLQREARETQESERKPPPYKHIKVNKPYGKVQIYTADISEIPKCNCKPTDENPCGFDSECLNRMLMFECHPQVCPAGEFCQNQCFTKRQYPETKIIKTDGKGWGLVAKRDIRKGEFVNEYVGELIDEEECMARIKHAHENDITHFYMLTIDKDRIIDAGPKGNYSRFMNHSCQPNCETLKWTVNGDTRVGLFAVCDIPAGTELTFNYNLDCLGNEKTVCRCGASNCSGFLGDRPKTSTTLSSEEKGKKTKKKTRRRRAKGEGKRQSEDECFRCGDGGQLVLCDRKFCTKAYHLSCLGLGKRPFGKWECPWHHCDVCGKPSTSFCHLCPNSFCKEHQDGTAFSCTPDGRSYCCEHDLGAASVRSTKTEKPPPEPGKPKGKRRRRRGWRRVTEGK
V-ATPase pH: yeast V-ATPase proton transport regulation by pHLuorin; S. cerevisiae, pHLuorin cytosolic pH fluorescence; response, % at 10 µM; 350,000 compounds, 0.37% hits; AID 504577; in the data active means response mostly above about 7.3%, no sharp cut-off; inactive means mostly below about 5.4%; further: actives read high; inactives centre near 0; some compounds called inactive have numbers as strong as hits; reference of the scale not given here
Keap1 Nrf2 FP: disrupts human Keap1 binding to Nrf2 peptide. 340,000 compounds, 0.15% hits. inhibition, % at 9.4 µM. Q14145. Keap1 Kelch-Nrf2 peptide fluorescence polarization, 1536-well. AID 504523; in the data active means inhibition above about 12%;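 further: human Keap1 Kelch domain with fluorescein labeled Nrf2 9mer peptide probe; 0% = neutral control wells and 100% = peptide positive control; higher means more block of Keap1 binding to Nrf2 peptide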
CAL PDZ FP-2: blocks peptide binding to human CAL PDZ domain; AID 504414; inhibition, % at 20 µM; purified CAL PDZ, TMR-peptide fluorescence polarization, 1 h; 330,000 compounds, 0.02% hits; Q9HD26;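 active means highest replicate inhibition of at least 40%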;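 further: plate controls were DMSO neutral control wells for no effect and unlabeled competitor peptide control wells for full effect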
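System: tagged CAL PDZ domain. Schedule: 1 h room-temperature incubation prior to read. Signal: fluorescence polarization (mP). Measure: percent inhibition from loss of millipolarization.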
C-LANA FP: inhibitors of KSHV LANA C-terminal domain DNA binding; MBP-C-LANA/FAM-LBS DNA binding, fluorescence polarization; inhibition, % at 9 µM; 340,000 compounds, 0.078% hits; AID 504423;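 active means highest replicate inhibition at or above 60% at 9 µM, even if other replicates fall short; inactive means all replicates below 60% inhibition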;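 further: 0% = neutral control wells and 100% = 4 µM acridine orange control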
Active calls of the source: *. Not all compounds are listed, so the mix of outcomes need not match the whole.

Results for COc1ccc(C(CNC(=O)c2cc3ccccc3o2)N2CCCCC2)cc1 (configuration not stated) ?
Cardiac RTF inh: -2; DAGLB inhibitor: 4; DSG3 Ab inh: 118; CAL PDZ FP-1: -6; Arr AP2 block: -13; NSD2 inh: -1; V-ATPase pH: 5; Keap1 Nrf2 FP: 4; CAL PDZ FP-2: -1.8; C-LANA FP: 1.8

How did CCN(CC)CCn1c(N)cc(=O)[nH]c1=O do in these assays?
Cardiac RTF inh: -9; DAGLB inhibitor: -2; DSG3 Ab inh: 92; CAL PDZ FP-1: -2; Arr AP2 block: 5; NSD2 inh: 7; V-ATPase pH: 2; Keap1 Nrf2 FP: -5; CAL PDZ FP-2: -2.9; C-LANA FP: 0.2

Results for Cc1ccc(NC(=O)c2cc([N+](=O)[O-])ccc2NCc2cccnc2)cc1Cl ?
Cardiac RTF inh: 1; DAGLB inhibitor: 1; DSG3 Ab inh: 93; CAL PDZ FP-1: -3; Arr AP2 block: 17; NSD2 inh: 127*; V-ATPase pH: -2; Keap1 Nrf2 FP: 1; CAL PDZ FP-2: -3.4; C-LANA FP: -0.5

How did COc1ccccc1CN1C[C@@H]2C[C@@H](c3[nH]c4ccc(C)cc4c3C)N3CCC[C@@]23C1=O do in these assays?
Cardiac RTF inh: 1; DAGLB inhibitor: 2; DSG3 Ab inh: 107; Arr AP2 block: -3; NSD2 inh: 44; V-ATPase pH: -1; Keap1 Nrf2 FP: -4; CAL PDZ FP-2: -0.8; C-LANA FP: -1.1

How did CN(C)c1ccc(/C=N/NC(=O)c2ccnn2C)cc1 do in these assays?
Cardiac RTF inh: 1; DAGLB inhibitor: 3; DSG3 Ab inh: 98; CAL PDZ FP-1: 9; Arr AP2 block: 4; NSD2 inh: -1; V-ATPase pH: 1; Keap1 Nrf2 FP: -6; CAL PDZ FP-2: -1.1; C-LANA FP: -0.4

Results for COc1ccc2[nH]cc(C(=O)CN3CCN(C4CCCCC4)CC3)c2c1 ?
Cardiac RTF inh: 0; DAGLB inhibitor: 1; DSG3 Ab inh: 102; CAL PDZ FP-1: -2; Arr AP2 block: 13; NSD2 inh: 1; V-ATPase pH: 2; Keap1 Nrf2 FP: 1; CAL PDZ FP-2: -1.3; C-LANA FP: -1.7

How did COc1ccc(CC(=O)N(C)CC(=O)Nc2ccccc2Cl)cc1S(=O)(=O)N1CCOCC1 do in these assays?
Cardiac RTF inh: -3; DAGLB inhibitor: 0; DSG3 Ab inh: 103; CAL PDZ FP-1: -1; Arr AP2 block: -2; NSD2 inh: -1; V-ATPase pH: 2; Keap1 Nrf2 FP: -7; CAL PDZ FP-2: -0.6; C-LANA FP: 3.0

Results for Cc1nc(NS(=O)(=O)c2ccccc2)sc1C(C)(C)C ?
Cardiac RTF inh: -9; DAGLB inhibitor: 3; DSG3 Ab inh: 100; CAL PDZ FP-1: 0; Arr AP2 block: 4; NSD2 inh: 3; V-ATPase pH: 6; Keap1 Nrf2 FP: -5; CAL PDZ FP-2: 0.0; C-LANA FP: -0.4

How did O=S(=O)(c1ccc(F)cc1)c1nc(-c2ccccc2F)oc1N1CCCCC1 do in these assays?
Cardiac RTF inh: -6; DAGLB inhibitor: -13; CAL PDZ FP-1: -2; Arr AP2 block: 4; NSD2 inh: -1; V-ATPase pH: 2; Keap1 Nrf2 FP: -11; CAL PDZ FP-2: -1.8; C-LANA FP: 1.8

Results for COc1ccc(-c2cn3c(C)c(C(=O)N4CCN(c5ccccc5F)CC4)sc3n2)cc1 ?
Cardiac RTF inh: -5; DAGLB inhibitor: -1; DSG3 Ab inh: 111; Arr AP2 block: -1; V-ATPase pH: 4; Keap1 Nrf2 FP: -6; CAL PDZ FP-2: -1.0; C-LANA FP: -0.6

Results for Cc1cc(C(=O)N/N=C\c2ccc(COc3ccc([N+](=O)[O-])cc3)o2)ccc1[N+](=O)[O-] ?
Cardiac RTF inh: 0; DAGLB inhibitor: 14; DSG3 Ab inh: 95; CAL PDZ FP-1: 19; Arr AP2 block: -11; NSD2 inh: 0; V-ATPase pH: -1; Keap1 Nrf2 FP: 0; C-LANA FP: 0.6

How did O=C(COC(=O)c1ccc(CNS(=O)(=O)c2ccc(F)c(Cl)c2)cc1)NC1CCCCCCC1 do in these assays?
Cardiac RTF inh: 7; DAGLB inhibitor: 1; DSG3 Ab inh: 104; CAL PDZ FP-1: -3; Arr AP2 block: -1; NSD2 inh: -1; V-ATPase pH: 0; Keap1 Nrf2 FP: -2; CAL PDZ FP-2: -0.1; C-LANA FP: 0.5

Results for CC(C)(C)C(=O)Nc1ccc(C(=O)OC2CCCCC2)cc1 ?
Cardiac RTF inh: -3; DAGLB inhibitor: -5; DSG3 Ab inh: 103; CAL PDZ FP-1: 1; Arr AP2 block: 10; NSD2 inh: -4; V-ATPase pH: 2; Keap1 Nrf2 FP: 0; CAL PDZ FP-2: -0.2; C-LANA FP: -1.1

How did COc1ccc(C(=O)CN2CCN(CCN3C(=O)c4cccc5cccc(c45)C3=O)CC2)cc1 do in these assays?
Cardiac RTF inh: -17; DAGLB inhibitor: -1; DSG3 Ab inh: 106; CAL PDZ FP-1: -4; Arr AP2 block: -8; NSD2 inh: -2; V-ATPase pH: 0; Keap1 Nrf2 FP: -4; CAL PDZ FP-2: -1.6; C-LANA FP: -9.0

What do the screens show for `O=C(COC(=O)c1ccc(F)c(S(=O)(=O)N2CCOCC2)c1)Nc1ccc2[nH]c(=O)[nH]c2c1`?
Cardiac RTF inh: -8; DAGLB inhibitor: 1; DSG3 Ab inh: 103; Arr AP2 block: -13; V-ATPase pH: 3; Keap1 Nrf2 FP: -8; CAL PDZ FP-2: -1.4; C-LANA FP: 1.0

Reprinted from the part before: 3 entries, then new ones.
Results for CC(C)(C)C(=O)Nc1ccc(C(=O)OC2CCCCC2)cc1 ?
Cardiac RTF inh: -3; DAGLB inhibitor: -5; DSG3 Ab inh: 103; CAL PDZ FP-1: 1; Arr AP2 block: 10; NSD2 inh: -4; V-ATPase pH: 2; Keap1 Nrf2 FP: 0; CAL PDZ FP-2: -0.2; C-LANA FP: -1.1

How did COc1ccc(C(=O)CN2CCN(CCN3C(=O)c4cccc5cccc(c45)C3=O)CC2)cc1 do in these assays?
Cardiac RTF inh: -17; DAGLB inhibitor: -1; DSG3 Ab inh: 106; CAL PDZ FP-1: -4; Arr AP2 block: -8; NSD2 inh: -2; V-ATPase pH: 0; Keap1 Nrf2 FP: -4; CAL PDZ FP-2: -1.6; C-LANA FP: -9.0

What do the screens show for `O=C(COC(=O)c1ccc(F)c(S(=O)(=O)N2CCOCC2)c1)Nc1ccc2[nH]c(=O)[nH]c2c1`?
Cardiac RTF inh: -8; DAGLB inhibitor: 1; DSG3 Ab inh: 103; Arr AP2 block: -13; V-ATPase pH: 3; Keap1 Nrf2 FP: -8; CAL PDZ FP-2: -1.4; C-LANA FP: 1.0

Results for ClC(Cl)(Cl)c1nc2ccccc2n2nncc12 ?
Cardiac RTF inh: -5; DAGLB inhibitor: -1; DSG3 Ab inh: 92; CAL PDZ FP-1: -2; Arr AP2 block: 27; NSD2 inh: 1; V-ATPase pH: 1; Keap1 Nrf2 FP: 3; CAL PDZ FP-2: -2.4; C-LANA FP: 1.6

How did Oc1ccc(N2CCN(c3ccnc4cc(Cl)ccc34)CC2)cc1 do in these assays?
Cardiac RTF inh: -4; DAGLB inhibitor: 6; DSG3 Ab inh: 103; CAL PDZ FP-1: -4; Arr AP2 block: 17; NSD2 inh: 1; V-ATPase pH: -4; Keap1 Nrf2 FP: 0; CAL PDZ FP-2: 0.3; C-LANA FP: 3.2

What do the screens show for `CC[C@@H](CC1CCCCC1)C(=O)N(Cc1ccccc1)c1ccccc1`?
Cardiac RTF inh: -23; DAGLB inhibitor: -15; DSG3 Ab inh: 103; CAL PDZ FP-1: -3; Arr AP2 block: -3; V-ATPase pH: -1; Keap1 Nrf2 FP: -6; CAL PDZ FP-2: -1.4; C-LANA FP: 0.8

How did C[C@H](NC(=O)C1(c2ccccc2)CCN(C(=O)OC(C)(C)C)CC1)C(=O)N[C@@H](C(=O)O)c1ccccc1 do in these assays?
Cardiac RTF inh: 4; DAGLB inhibitor: -1; DSG3 Ab inh: 96; CAL PDZ FP-1: -5; Arr AP2 block: -2; V-ATPase pH: -3; Keap1 Nrf2 FP: -6; CAL PDZ FP-2: 0.4; C-LANA FP: -0.2

Results for Cc1ccc2oc(-c3ccccc3)c(C(=O)O)c(=O)c2c1 ?
Cardiac RTF inh: -4; DAGLB inhibitor: -3; DSG3 Ab inh: 103; CAL PDZ FP-1: -2; Arr AP2 block: 0; NSD2 inh: 6; V-ATPase pH: -67; Keap1 Nrf2 FP: -1; CAL PDZ FP-2: -2.2; C-LANA FP: 0.3

What do the screens show for `NS(=O)(=O)c1ccc(N/N=C/c2ccccc2Br)cc1`?
Cardiac RTF inh: 2; DAGLB inhibitor: 0; DSG3 Ab inh: 97; Arr AP2 block: 46; NSD2 inh: 3; V-ATPase pH: -2; Keap1 Nrf2 FP: -3; CAL PDZ FP-2: 0.0; C-LANA FP: -1.1

Results for COC(=O)C(NC(=O)CSc1nc(N)cc(=O)[nH]1)c1ccccc1 (configuration not stated) ?
Cardiac RTF inh: -7; DAGLB inhibitor: 0; DSG3 Ab inh: 95; CAL PDZ FP-1: 4; Arr AP2 block: -9; NSD2 inh: -6; V-ATPase pH: 2; Keap1 Nrf2 FP: -2; CAL PDZ FP-2: -1.1; C-LANA FP: 0.3

Results for COC(=O)C1=C[C@@H](C(=O)OC)[C@@H]2C3=C(C(=O)[C@@]2(C)NC(=O)c2ccccc2)[C@H](c2ccccc2)[C@@H]2C(=O)NC(=O)[C@@H]2[C@@H]3C1 ?
Cardiac RTF inh: -3; DAGLB inhibitor: 2; DSG3 Ab inh: 106; CAL PDZ FP-1: -3; Arr AP2 block: 4; V-ATPase pH: 3; Keap1 Nrf2 FP: -4; CAL PDZ FP-2: 0.0; C-LANA FP: 0.8

Results for CCOc1ccccc1N/C(=C(/C(Cl)=C(Cl)Cl)[N+](=O)[O-])n1cncn1 ?
Cardiac RTF inh: 4; DAGLB inhibitor: 0; DSG3 Ab inh: 104; CAL PDZ FP-1: -2; Arr AP2 block: -4; NSD2 inh: 4; V-ATPase pH: 1; Keap1 Nrf2 FP: 1; CAL PDZ FP-2: -2.1; C-LANA FP: 0.4

How did O=C(COC(=O)c1cc(S(=O)(=O)N2CCOCC2)ccc1F)NCc1ccc2c(c1)OCO2 do in these assays?
Cardiac RTF inh: -7; DAGLB inhibitor: -1; DSG3 Ab inh: 96; Arr AP2 block: -14; NSD2 inh: 29; V-ATPase pH: -3; Keap1 Nrf2 FP: -3; CAL PDZ FP-2: -0.1; C-LANA FP: -0.8
